Screening data (PubChem BioAssay)
KCNK3 block = human KCNK3 channel inhibition, primary screen | O14649 | CHO-KCNK3 thallium flux, FluxOR fluorescence; hits give low values | B-score at 10 µM | hit rate 0.84% among 340,000 | AID 602410;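 active = B-score under library mean minus 4 SD, starting fluorescence ratio at most library mean plus 5 SD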;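 also: more negative B-score means stronger inhibition of thallium flux through KCNK3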
Target sequence (O14649 whole entry, looked up): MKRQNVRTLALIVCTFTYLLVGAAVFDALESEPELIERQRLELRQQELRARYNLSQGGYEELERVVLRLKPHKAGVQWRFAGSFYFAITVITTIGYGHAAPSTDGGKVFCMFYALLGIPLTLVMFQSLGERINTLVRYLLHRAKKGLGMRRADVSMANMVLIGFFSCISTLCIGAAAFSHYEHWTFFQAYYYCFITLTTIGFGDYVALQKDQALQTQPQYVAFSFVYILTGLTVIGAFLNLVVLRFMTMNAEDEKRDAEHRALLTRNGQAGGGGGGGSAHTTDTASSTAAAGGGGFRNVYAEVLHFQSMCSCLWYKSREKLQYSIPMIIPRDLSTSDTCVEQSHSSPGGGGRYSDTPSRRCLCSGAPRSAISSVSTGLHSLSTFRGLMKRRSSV
ANO1 activ = activators or potentiators of mouse TMEM16A chloride channel; AID 623877; hit rate 0.3% among 340,000; B-score at 10 µM; Q8BHY3; HEK293 TMEM16A/YFP-H148Q/I152L, iodide quench fluorescence; hits give low values;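 active = fluorescence-ratio B-score plate-corrected deviation score at least 3 library SD below zero, with starting fluorescence score within 5 deviations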;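 also: channel opened by trigger with iodide after compound preincubation; score built on the fluorescence ratio of max minus min over baseline; more negative score means more quench and so TMEM16A activation or potentiation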
HDAC3 inh = human HDAC3 inhibition; inhibition, % at 8.3 µM; hit rate 0.15% among 320,000; AID 2718; recombinant HDAC3, fluorogenic peptide/trypsin coupled, fluorescence; in the data active = inhibition above about 26%, passing the limit was not always enough
Target sequence (O15379 whole entry, looked up): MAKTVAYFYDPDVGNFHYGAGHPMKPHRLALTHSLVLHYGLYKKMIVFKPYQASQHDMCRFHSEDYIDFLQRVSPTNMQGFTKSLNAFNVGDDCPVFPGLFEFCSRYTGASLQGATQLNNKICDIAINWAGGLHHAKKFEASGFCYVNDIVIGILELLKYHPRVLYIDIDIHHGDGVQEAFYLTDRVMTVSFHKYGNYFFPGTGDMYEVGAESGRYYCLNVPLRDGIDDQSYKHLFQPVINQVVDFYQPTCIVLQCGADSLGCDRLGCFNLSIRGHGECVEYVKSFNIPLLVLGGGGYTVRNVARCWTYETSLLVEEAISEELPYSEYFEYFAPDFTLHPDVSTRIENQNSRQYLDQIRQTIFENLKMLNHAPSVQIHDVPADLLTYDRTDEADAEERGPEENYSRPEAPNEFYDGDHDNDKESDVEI
An asterisk follows results filed as active; i = inactive.

KCNK3 block,ANO1 activ,HDAC3 inh,SMILES
i,i,-1,Cc1cccc(C(=S)N2CCOCC2)n1
i,i,-3,Cc1onc(-c2c(F)cccc2Cl)c1C(=O)NCc1ccc(S(N)(=O)=O)cc1
i,i,-3,COc1ccccc1N1CCN(CC(=O)Nc2ccccc2C(=O)NC(C)c2ccccc2)CC1 (stereo not drawn)
i,i,2,COc1cc(Cl)c(C)cc1NC(=O)COC(=O)C1=NN(c2ccccc2)C(=O)CC1
i,i,2,O=C(COC(=O)c1ccccc1Br)NCc1cccs1
i,i,8,Cc1cc(C)c(NC(=O)COC(=O)Cn2nc(-c3ccccc3)oc2=O)c(C)c1
i,i,3,CC(NC(=O)C(NS(=O)(=O)c1cccs1)C(C)C)c1ccc(S(N)(=O)=O)cc1 (stereo not drawn)
i,i,1,Cn1c(N)c(C(=O)CSc2n[nH]c(-c3ccccc3)n2)c(=O)n(C)c1=O
i,i,3,O=C(CCl)Nc1ncc(S(=O)(=O)c2ccc([N+](=O)[O-])cc2)s1
i,i,-1,COc1ccccc1OCC(=O)OCC(=O)NC1CCCCC1
i,i,9,Cc1ccc(OCCOC(=O)c2cc(S(=O)(=O)N3CCCCC3)ccc2N2CCOCC2)cc1
i,i,3,O=C(NOCc1ccccc1)c1ccc(Cl)cc1
i,i,-1,COc1ccc(C(=O)OCC(=O)NCCN2C(=O)CSC2=O)cc1[N+](=O)[O-]
i,i,6,N#CCSc1ccc(S(=O)(=O)N2CCOCC2)cn1
i,i,-7,CC(C)N(Cc1ccccc1)C(=O)CN1C(=O)NC2(CCCC2)C1=O
i,i,-4,COc1cccc(-c2sc3ccc(OC)cc3c2-c2cc(F)cc(OC)c2)c1
i,i,-8,CCCCN1CC(=O)N2[C@H]3c4cc(OC)ccc4OC[C@@H]3[C@H](C(=O)OCC)[C@]2(C)C1=O
i,i,-1,O=C(CN1C(=O)NC2(CCCC2)C1=O)NNC(=O)c1ccccc1F
-9.2*,i,-7,Cc1ccc(-n2c(SCC(=O)N(C)C3CCS(=O)(=O)C3)nc3ccccc3c2=O)c(C)c1 (stereo not drawn)
i,i,-1,CCOC(=O)[C@@H]1[C@H]2COc3ccccc3[C@@H]2N2C(=O)N(c3ccc(Br)cc3)C(=O)[C@]12C
i,i,-2,NC(=O)c1ccsc1NC(=O)CSc1ncnc2sccc12
i,i,5,Cc1ccc(NC(=O)COC(=O)c2c(C)nn(-c3ccccc3)c2C)cc1
i,i,-2,COC(=O)c1sc2nc(C)nc(SCC(=O)Nc3sccc3C(N)=O)c2c1C
i,i,3,C=CCn1c(COc2ccc(OC)cc2)nnc1SC(C)C(=O)NC1CC1 (stereo not drawn)
i,i,4,Cc1oc(-c2ccccc2)nc1C(=O)OCC(=O)NCc1ccccc1
i,i,4,O=C(CCc1ccc(S(=O)(=O)N2CCOCC2)cc1)Nc1c(F)cccc1F
i,i,-14,COc1ccc(CCNC(=O)COC(=O)c2cc(=O)[nH]c3ccccc23)cc1
i,i,0,CN(C(=O)c1cccc(S(=O)(=O)N2CCOCC2)c1)c1c(N)n(Cc2ccccc2)c(=O)[nH]c1=O
i,i,2,Cc1ccc(/C=C/C(=O)OCC(=O)c2ccc3c(c2)NC(=O)CO3)o1
i,i,1,CN(CC(=O)NCc1ccc2c(c1)OCO2)CC(=O)Nc1ccc(F)c(F)c1F
i,i,-1,O=C1CC[C@H](O)CCN1[C@H](CSc1ccc(Br)cc1)Cc1ccccc1
i,i,1,O=C(NCc1ccc(OC(F)(F)F)cc1)c1cccc2c1C(=O)c1ccc(N3CCC(Cc4ccccc4)CC3)cc1S2(=O)=O
i,i,2,CC(=O)Nc1ccc(C(=O)COC(=O)CCc2ccccc2)c(F)c1
i,i,-4,N#Cc1ccc(C#Cc2ccc3oc4ccccc4c(=O)c3c2)cc1
i,i,-6,CCc1ccccc1NC(=O)CNC(=O)CNC(=O)c1cccs1
i,i,0,COc1ccc(S(=O)(=O)N2CCN(C(=O)c3cc(C)nc4ccccc34)CC2)cc1OC
i,i,-7,COc1cccc(OC)c1C(=O)Nc1cccc(S(=O)(=O)Nc2ccccc2Cl)c1
i,i,-12,NS(=O)(=O)c1ccc(N2CCOCC2)c(C(=O)NCCCSc2ccccc2)c1
i,i,3,COc1cccc(NC(=O)COC(=O)c2ccc3ccccc3n2)c1
i,i,4,CCCCN(C(=O)c1cc(-c2ccco2)nc2ccccc12)c1c(N)n(CCC)c(=O)[nH]c1=O
i,i,1,CC1(C)Cc2cccc(OCC(=O)Nc3cc(S(C)(=O)=O)ccc3Cl)c2O1
i,i,-1,CCN(CC)c1ccc(C(=O)NNC(=O)CCNC(=O)c2ccccc2)cc1
i,i,-7,CCc1ccccc1NC(=O)CN(C)C(=O)c1cc(C2CC2)nc2c1cnn2C(C)C
i,i,12,O=C(c1cc(C2CC2)nn1-c1ccccc1)N1CCN(c2ccccc2O)CC1
i,i,-1,O=C(COC(=O)/C=C/c1ccccc1)NC1CCCC1
i,i,2,C=CC[C@@H](CC(=O)N(CCO)Cc1ccccc1)C(=O)N[C@H](COC(=O)[C@@H](CC=C)Cc1ccc(F)cc1)c1ccccc1
i,i,5,CN(c1ccc(OC(=O)c2ccc(-n3cncn3)c([N+](=O)[O-])c2)cc1)S(=O)(=O)c1ccccc1
i,i,3,O=C(COC(=O)COc1ccccc1)NCCC1=CCCCC1
i,i,0,Cc1cc(Br)ccc1NC(=O)CSCc1c(C)noc1C
i,i,6,COc1ccc(C)cc1S(=O)(=O)NNc1nc(C)cc(C)n1

Carrying on:
KCNK3 block,ANO1 activ,HDAC3 inh,SMILES
i,i,-5,O=C(O)c1cccc2c1C(=O)c1cc(Br)ccc1S2(=O)=O
i,i,-8,Cc1ccc(NC(=O)COC(=O)c2cc(=O)c3ccccc3o2)c(Br)c1
i,i,-5,O=C(CN1CCN(S(=O)(=O)c2ccc(F)c(Cl)c2)CC1)N1CCOCC1
i,i,4,COc1ccc(SCCN2CC[C@@H](C(C)(C)C)CCC2=O)cc1
i,i,0,Cc1cc(Cl)ccc1OCCCC(=O)NNC(=O)c1ccncc1
i,i,-1,C/C=C/C1=CC(=O)C[C@H](c2ccc(OC)c(OC)c2)C1
i,i,9,Cc1cc(C)cc(NC(=O)C(OC(=O)c2ccc(O)cc2)c2ccccc2)c1 (stereo not drawn)
i,i,-2,O=C(CC1CCCC1)Nc1cc(S(=O)(=O)N2CCOCC2)ccc1O
i,i,0,COC(=O)c1sc(S(=O)(=O)NC(Cc2ccccc2)C(=O)O)c(C(=O)OC)c1C (stereo not drawn)
i,i,-2,CC(=O)Nc1ccc(-c2csc(NC(=O)CCNC(=O)c3ccco3)n2)cc1
i,i,17,C[C@H]1O[C@@H](O[C@H]2CC[C@@]3(C)C(CC[C@]4(C)C3C=CC3=C5CC(C)(C)CC[C@]5(CO)[C@H](O)C[C@]34C)[C@]2(C)CO)[C@H](O)[C@@H](O[C@@H]2O[C@H](CO)[C@@H](O)[C@H](O)[C@H]2O)[C@H]1O (stereo partly drawn)
i,i,3,CCCCOc1ccc(/C=C(\C(=O)O)c2ccc(S(=O)(=O)N3CCCC3)s2)cc1
i,i,1,C#CCOCCOCCOCCNc1nc(N2CCN(C(=O)[C@H](CCCCN)n3cc(CN)nn3)CC2)nc(N2CCN(C(=O)[C@H](CCC(=O)O)n3cc([C@@H](N)CCCCN)nn3)CC2)n1
i,i,10,NC(=O)Nc1ccc(C(=O)OCC(=O)c2c[nH]c3ccccc23)cc1
i,i,2,Cc1cc(SCC(=O)N(C)C2CCCCC2)nc2ccccc12
i,i,-2,O=C(OCC#CCSc1nnc(-c2cccc3ccccc23)o1)c1cc2ccccc2o1
i,i,5,COc1cccc(-c2ccc3ncnc(NCc4cc(C)cs4)c3c2)c1
i,i,2,CC1CC(=O)Nc2ccccc2N1C(=O)CSc1nnnn1C(C)C (stereo not drawn)
i,i,2,CC[C@@]1(C(=O)OC)N[C@H](CN(C)S(=O)(=O)c2ccc(OC)cc2)[C@@H]2C(=O)N(C)C(=O)[C@@H]21
i,i,20,CC1=C(C(=O)OCc2cc(C)on2)N2C(=O)[C@@H](NC(=O)OCc3cc(C)on3)[C@H]2SC1
i,i,3,CCCCCO
i,i,2,COc1ccc(C(=O)OCC(=O)NC2CC2)cc1S(=O)(=O)Nc1ccc(C)cc1
i,i,-3,COc1ccc(C(=O)NCC2CCCCC2)cc1S(=O)(=O)N1CCOCC1
i,i,3,CN(Cc1ccccc1)C(=O)COC(=O)c1ccc(Br)o1
i,i,1,Cc1ccc(S(=O)(=O)N2CCN(Cc3cc(=O)n4ccccc4n3)CC2)cc1C
i,i,-7,N#Cc1cccc(NC(=O)C2CCCN(C(=O)c3ccc(Cl)cc3)C2)c1 (stereo not drawn)
i,i,0,COc1ccccc1CNC(=O)COC(=O)c1cc2ccccc2o1
i,i,-1,O=C(CN1C(=O)NC2(CCCC2)C1=O)NCc1cccc(Cl)c1
i,i,-1,Cc1ccc(S(=O)(=O)NCc2ccc(C(=O)NC3CCC(O)CC3)cc2)cc1C (stereo not drawn)
i,i,-1,CCN(CC(=O)Nc1ccc(NC(C)=O)cc1)C(=O)c1ccc2c(c1)OCCO2
i,i,-7,CCc1noc(C)c1C(=O)OCC(=O)Nc1ccc(F)cc1Cl
i,i,3,O=C(C[C@@H]1C/C=C\CC[C@@H](Cc2ccc(F)cc2)C(=O)OC[C@@H](Cc2ccccc2)NC1=O)NCCO
i,i,6,O=C(NCC(c1ccc(F)cc1)N1CCOCC1)c1ccc([N+](=O)[O-])o1 (stereo not drawn)
i,i,-1,Cc1ccc(NC(=O)COC(=O)CN2C(=O)c3ccccc3C2=O)cc1
i,i,3,O=C(CC1(CC(=O)N2CCOCC2)CCCC1)Nc1ccccc1
i,i,4,C=CC[C@H](CC(=O)NCCO)C(=O)N[C@H](COC(=O)[C@@H](CC=C)Cc1ccc(F)cc1)c1ccccc1
i,i,-2,O=C(C[n+]1ccccc1)N/N=C/c1ccc(C(=O)O)cc1
i,i,-4,CSc1ccccc1NC(=O)COC(=O)Cc1ccsc1
i,i,0,CC(=O)C[C@H](O)CC(=O)[C@H]1OC(=O)CCCCCCc2ccccc21
i,i,-1,O=C(CSc1cccc[n+]1[O-])Nc1ccc(Br)cc1Br
i,i,-2,O=C(OCC(=O)N1CCN(c2ccccc2)CC1)c1cc(Br)ccc1Cl
i,i,0,CC(NC(=O)CN(C)CC(=O)Nc1ccccc1Br)c1ccccc1 (stereo not drawn)
i,i,-4,O=C(NNC(=O)c1csc(N2CCOCC2)n1)c1ccc(=O)[nH]c1
i,i,1,COc1ccc(OCCC(=O)OCC(=O)NC2CCCCC2)cc1
i,i,3,O=C(COC(=O)COc1ccccc1)Nc1ccc(Br)cc1F
i,i,-5,Cc1cnc(C(=O)OCc2nc3ccccc3o2)cn1
i,i,-7,O=C(CN1C(=O)C(=O)N(Cc2ccco2)C1=O)Nc1ccc(F)c(F)c1F
i,i,6,O=C(NC1CCCCC1)c1cccc2c1C(=O)c1ccc(-c3ccc(OC(F)(F)F)cc3)cc1S2(=O)=O
i,i,2,Cc1ccc(NC(=O)C(c2ccccc2)N2CCN(C(=O)c3ccco3)CC2)cc1Cl (stereo not drawn)
i,i,9,Cc1ccccc1-c1cc(C(=O)NCc2cccc(Br)c2)n(CC2CC(c3cccnc3)=NO2)n1 (stereo not drawn)
i,i,-9,CN(CC(=O)Nc1cccc2ccccc12)C(=O)c1ccc(NC(=O)CC#N)cc1
i,i,1,O=C(NC(=S)N1CCN(c2ccc(O)cc2)CC1)c1ccco1
i,i,22,C[C@@H]1CN([C@@H](C)CO)C(=O)c2cccc(NC(=O)Nc3ccc(F)cc3)c2O[C@@H]1CN(C)Cc1ccc(Oc2ccccc2)cc1

Not all compounds are listed (hit frequency here may not be typical).
